Compound activity (PubChem)
MEP2-GFP yeast – modulators of MEP2-GFP levels in yeast, primary screen, S. cerevisiae, multiplex flow cytometry, MLPCN library | S. cerevisiae MEP2-GFP strain, 3 h; 100% = DMSO control level | GFP response vs DMSO, % at 10 µM | actives 0.51% (n = 330,000) | AID 2016, 2009;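 active = GFP response versus DMSO above a set limit, roughly screen mean plus 3 SD, cut at about 180% in these data; inconclusive = fewer than 70 cells counted for a yeast strain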;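 also: median GFP fluorescence of the barcode-gated MEP2-GFP cells per well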
Yeast superoxide – reduction of superoxide in aged yeast, primary screen, HTS. S. cerevisiae aged cells, superoxide DHE fluorescence; active compounds read low. superoxide response (% of plate mean), % at 10 µM. actives 0.18% (n = 330,000). AID 2690, 2010;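 active = superoxide response under a set limit, about three screen SD below normal, cut at about 65% in these data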;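 also: yeast aged for seven days with compound at 30 °C before DHE staining; 100% = average MFI of all compound-treated wells on the plate with controls excluded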
RPL19A-GFP yeast – RPL19A-GFP expression modulators in yeast, primary screen, cell-based, S. cerevisiae, multiplex flow cytometry, MLPCN. actives 0.3% (n = 330,000). AID 2025, 2009. S. cerevisiae RPL19A-GFP strain, 3 h; active compounds read low. percent response vs DMSO, % at 10 µM;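 active = percent response vs DMSO below 50%; inconclusive = fewer than 70 events counted for the yeast strain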;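 also: median channel GFP fluorescence of the barcoded RPL19A-GFP strain; ratio of sample median GFP to plate DMSO average so 100% = DMSO; lower means less RPL19A-GFP as with rapamycin TOR inhibition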
AHR act – AHR activators, primary screen, cell-based, luminescence, luciferase reporter, human | activation, % at 5 µM | AHR-responsive luciferase reporter cells | actives 2.5% (n = 320,000); in the data active = activation above about 47%;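 also: 0% = vehicle wells and 100% = reference agonist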
Target sequence (P35869 whole entry, looked up): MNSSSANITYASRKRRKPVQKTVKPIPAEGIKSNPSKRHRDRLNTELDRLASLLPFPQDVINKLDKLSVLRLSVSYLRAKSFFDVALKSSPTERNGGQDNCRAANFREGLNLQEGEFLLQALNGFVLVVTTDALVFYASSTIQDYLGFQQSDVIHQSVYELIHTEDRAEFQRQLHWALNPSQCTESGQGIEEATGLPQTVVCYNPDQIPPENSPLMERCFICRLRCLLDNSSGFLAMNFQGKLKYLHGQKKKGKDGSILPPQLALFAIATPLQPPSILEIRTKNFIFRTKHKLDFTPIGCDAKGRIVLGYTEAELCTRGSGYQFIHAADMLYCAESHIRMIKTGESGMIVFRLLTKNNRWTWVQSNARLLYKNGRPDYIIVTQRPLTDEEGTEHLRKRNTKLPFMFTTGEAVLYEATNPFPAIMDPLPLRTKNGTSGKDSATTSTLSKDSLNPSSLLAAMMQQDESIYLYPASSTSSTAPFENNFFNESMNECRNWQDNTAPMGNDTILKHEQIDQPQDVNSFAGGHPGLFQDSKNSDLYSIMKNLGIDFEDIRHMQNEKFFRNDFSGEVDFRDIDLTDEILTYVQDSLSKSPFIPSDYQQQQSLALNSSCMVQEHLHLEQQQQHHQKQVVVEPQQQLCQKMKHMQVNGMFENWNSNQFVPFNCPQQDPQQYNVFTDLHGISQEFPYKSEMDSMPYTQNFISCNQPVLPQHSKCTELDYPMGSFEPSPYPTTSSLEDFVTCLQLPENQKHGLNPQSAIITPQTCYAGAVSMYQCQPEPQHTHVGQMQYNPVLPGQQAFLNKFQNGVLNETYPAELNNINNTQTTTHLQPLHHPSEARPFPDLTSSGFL
AGP1-GFP MLPCN – modulators of AGP1-GFP expression in yeast TOR pathway, primary screen, cell-based, multiplex flow cytometry, S. cerevisiae, MLPCN library | 3 h; GFP as percent of DMSO wells | GFP response vs DMSO, % at 10 µM | actives 0.02% (n = 320,000) | AID 2066, 2009;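 active = GFP response relative to DMSO above a set limit, near screen average plus 3 SD, cut at about 150% in these data; inconclusive = fewer than 70 cells counted for the yeast strain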;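 also: median GFP channel fluorescence of the gated AGP1 strain per well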
CIT2-GFP yeast – modulators of CIT2-GFP expression in yeast, primary screen, S. cerevisiae, GFP fusion, multiplex flow cytometry, MLPCN library; actives 0.065% (n = 320,000); GFP response vs DMSO, % at 10 µM; S. cerevisiae CIT2-GFP strain, 3 h; 100 means same as DMSO wells;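 active = GFP response relative to DMSO above a set limit, near the screen mean plus 3 SD, cut at about 150% in these data; inconclusive = Fewer than 70 cells measured for a yeast strain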;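 also: ratio of well median GFP fluorescence to mean of DMSO wells on the plate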
Efflux pump inh – inhibitors of Candida efflux pumps in yeast, primary screen, S. cerevisiae, Nile Red, multiplex. S. cerevisiae Candida pump triplex. inhibition, % at 10 µM. actives 0.44% (n = 330,000);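 active = plate passing quality check with inhibition over a set limit, or well fluorescence over plate mean plus 4 SD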;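 also: Nile Red retained in pooled yeast measured as flow cytometry median fluorescence; 0% = buffer negative control and 100% = Enniatin B positive control; higher means more Nile Red kept so more efflux inhibition; some compounds called inactive have numbers as strong as hits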
LAP4 TOR yeast – modulators of LAP4-GFP expression in yeast, primary screen, S. cerevisiae, multiplex flow cytometry, MLPCN library; actives 0.34% (n = 320,000); AID 2023, 2009; 3 h; median GFP as percent of DMSO wells; GFP response vs DMSO, % at 10 µM;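 active = GFP response vs DMSO above a set limit, about the screen mean plus 3 SD, cut at about 150% in these data; inconclusive = under 70 cell events counted for the yeast strain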
* = called active by the depositor; ? = inconclusive; . = no result given.

compound	MEP2-GFP yeast	Yeast superoxide	RPL19A-GFP yeast	AHR act	AGP1-GFP MLPCN	CIT2-GFP yeast	Efflux pump inh	LAP4 TOR yeast
CCOC(=O)CC(NC(=O)CCc1c(C)nc2ncnn2c1C)c1ccc(C)cc1 (stereo not drawn)	99	125	97	-1	96	103	0.2	94
O=C(CCSCCc1ccccn1)Nc1c(F)c(F)c(F)c(F)c1F	105	117	106	2	99	90	2.2	95
COC(=O)c1cccc(N2C(=O)C3C4C=CC(CC4)C3C2=O)c1 (stereo not drawn)	101	111	102	-1	106	101	-0.1	97
Cc1cc(C)cc(C(=O)N(CCc2ccccc2)C2CC3CCC(C2)N3C)c1 (stereo not drawn)	94	84	97	0	92	91	0.2	83
CC(CN1CCN(Cc2ccccc2)CC1)c1ccccc1 (stereo not drawn)	127	103	92	0	85	91	-0.1	87
O=C(CC(C(=O)O)C1CCCO1)NCc1ccccc1 (stereo not drawn)	96	97	102	0	104	97	0.2	101
CN(Cc1cc(=O)n2ccsc2n1)C1CCCCC1	97	91	100	6	96	99	0.1	98
O=C(N/C(=C\c1ccco1)C(=O)N1CCCC1CO)c1ccccc1 (stereo not drawn)	103	109	101	2	96	103	0.3	90
COc1ccc(CN2CCN(Cc3ccc(C)cc3)CC2)c(OC)c1	109	82	102	2	107	108	-0.1	101
COc1cc(/C=N/NC(=O)c2cc(C)oc2C)ccc1OCc1ccccc1	105	110	102	15	102	100	0.0	93
O=C(NC1CCCCC1)C(c1ccccc1)N(C(=O)c1csnn1)C1CC1 (stereo not drawn)	101	95	99	0	95	94	0.0	92
Cc1cccc(N=C2NC(=O)C(CO)(CO)S2)c1	103	94	100	0	100	100	0.0	106
CC(Oc1cc2oc(=O)c3c(c2cc1Cl)CCC3)C(=O)NCCCn1ccnc1 (stereo not drawn)	109	88	107	5	121	116	0.0	117
COc1ccc(OC)c(CN(CCCN2CCOCC2)C(=O)Nc2ccccc2)c1	110	88	112	-1	111	106	0.0	100
Cc1cc(=O)n2[nH]cc(-c3ccccc3)c2n1	100	100	99	.	101	103	-0.1	93
FC(F)Oc1ccccc1NC(=S)Nc1cccnc1	94	102	98	5	101	97	-0.1	112
O=C(Nc1c(C(=O)N2CCC(N3CCCCC3)CC2)oc2ccccc12)c1c(F)cccc1F	93	88	96	0	99	97	-0.2	99
CCn1nnc2cc(C(=O)N3CCC(C(=O)OC)CC3)ccc21	101	89	100	1	103	104	0.1	94
O=C(Nc1ccc(C(=O)N2CCCCC2)cc1)c1ccc([N+](=O)[O-])cc1	102	117	100	2	99	100	0.1	93
CC1=CC2=NC(=O)/C(=C\c3ccc(-c4cccc(Cl)c4)o3)C(=N)N2O1	106	107	106	70*	100	105	0.3	92
COc1ccc(N2CCN(c3nccs3)CC2)cc1	?	101	?	-8	?	?	0.1	?
COc1ccc(CN2CCN(CCC(C)C)C(CCO)C2)cc1Cn1cccn1 (stereo not drawn)	106	95	105	6	102	105	0.0	89
COc1ccc(NC(=O)C2C3C=CC4(CN(Cc5cccnc5)C(=O)C24)O3)c(OC)c1 (stereo not drawn)	108	90	106	4	108	109	0.0	106
COC(=O)C1=C(O)/C(=C\c2ccc(O)c(OC)c2)N=C1C	107	136	101	4	101	117	0.1	92
CC(C)(C)OC(=O)NCCCCCNC(=O)c1[nH]cnc1C(=O)Nc1ccc(Cl)cc1	94	90	95	-3	94	91	0.2	95

The list continues:
compound	MEP2-GFP yeast	Yeast superoxide	RPL19A-GFP yeast	AHR act	AGP1-GFP MLPCN	CIT2-GFP yeast	Efflux pump inh	LAP4 TOR yeast
O=C(NCC1CCCO1)c1csc2c1CCCCC2 (stereo not drawn)	91	103	94	2	94	.	-0.2	93
O=C(COC(=O)C1(c2ccc(Cl)cc2)CCCC1)NCc1ccco1	104	106	101	0	99	94	0.2	100
CC1CCN(c2c(NCC3CCC(C(=O)NCc4ccccc4)CC3)c(=O)c2=O)CC1 (stereo not drawn)	100	97	99	1	101	97	0.2	101
CCOc1ccc(-c2nc(CSCC(=O)NC3CC3)c(C)o2)cc1	101	86	96	-9	98	98	-0.2	102
N=c1c2c(-c3ccccc3)c(-c3ccccc3)n(Cc3ccco3)c2ncn1Cc1ccco1	103	92	93	-1	94	106	0.0	99
O=[N+]([O-])c1ccccc1S(=O)(=O)NCCc1ccncc1	101	116	100	2	110	105	0.3	101
COC(=O)C1=C(C)N(Cc2ccccc2)C(=NCCc2ccccn2)N[C@H]1c1cccc(C(F)(F)F)c1	86	86	98	1	78	72	0.3	81
N#CCCNC(=O)CCN1CCCCC1	96	96	97	2	93	83	0.0	91
NS(=O)(=O)c1cc2c(cc1Cl)NC(CSCc1ccccc1)=NS2(=O)=O	94	96	102	-4	99	104	0.0	111
COc1ccc(OCCCC(=O)OCC(=O)Nc2c(C)nn(-c3ccccc3)c2C)cc1	100	108	99	1	111	97	0.0	121
COc1ccc(S(=O)(=O)NC2(C(F)(F)F)NC(=O)N(CCc3ccc(OC)c(OC)c3)C2=O)cc1 (stereo not drawn)	102	94	100	-1	106	107	0.0	102
COc1ccc(N2CCN(C(=O)CCc3ccc(S(=O)(=O)NC(C)C)cc3)CC2)cc1	98	116	97	-4	107	100	0.0	99
CCCCC(=O)Nc1ccc(C(=O)Nc2cccnc2)cc1	103	98	102	2	103	109	-0.1	103
CCC(C)NC(=O)C1CCC(CNS(=O)(=O)c2ccc3c(c2)CC(C)N3C(C)=O)CC1 (stereo not drawn)	101	99	94	2	95	97	-0.1	92
O=c1/c(=C/c2ccccn2)sc2nc3ccccc3n12	105	109	97	31	102	89	0.1	101
C/C(=N\NS(=O)(=O)c1ccc(C(C)(C)C)cc1)c1ccccc1	85	86	98	8	84	88	0.5	77
Fc1ccccc1CSc1nnc(-c2cccnc2)o1	111	106	114	1	112	97	0.0	110
CC(=O)NC12CC3CC(C1)CC(C(=O)N1CCN(S(=O)(=O)c4ccccc4[N+](=O)[O-])CC1)(C3)C2	102	120	97	0	103	99	-0.3	103
O=C(C1CCCCC1)N1CCN(S(=O)(=O)c2ccc(Br)cc2)CC1	102	120	102	-2	99	113	0.0	104
CCOc1ccc2ccccc2c1/C=N/NC(=O)CC1(C)OCCCO1	101	93	112	17	109	108	0.2	109
COc1ccc(S(=O)(=O)c2c(O)c3ccc(C(=O)Nc4ccccc4)cc3[nH]c2=O)cc1	98	119	96	2	101	109	-0.1	95
O=C(N/N=C/c1cccnc1)c1ccccc1Cl	97	125	100	6	101	104	-0.3	95
CCOC(=O)C1(Cc2cccc(OC)c2)CCN(Cc2ccc(OC)c(OC)c2)CC1	92	90	93	2	97	92	-0.1	97
CC(O)Cn1c(=O)c2c(nc(Br)n2Cc2ccccc2)n(C)c1=O (stereo not drawn)	98	88	97	3	99	100	-0.2	91
CC(C)C(c1nnnn1Cc1ccco1)N1CCN(c2nc3ccccc3s2)CC1 (stereo not drawn)	100	81	98	-1	106	98	-0.1	100

Further structures:
compound	MEP2-GFP yeast	Yeast superoxide	RPL19A-GFP yeast	AHR act	AGP1-GFP MLPCN	CIT2-GFP yeast	Efflux pump inh	LAP4 TOR yeast
COc1ccc(OCCNC(=O)C(c2ccccc2)c2ccccc2)cc1	105	100	91	0	91	95	0.0	93
CCN1CCN(CC(=O)c2ccc(OC)cc2)CC1	101	99	101	0	97	105	-0.1	97
CC1CCc2c(C(=O)NCC3CCCO3)csc2C1 (stereo not drawn)	104	87	91	1	103	86	0.1	135
Clc1nc(Cl)nc(N(c2ccccc2)c2ccccc2)n1	101	100	103	-2	104	102	-0.1	98
COc1ccc(NC(=O)COc2cccc(C(F)(F)F)c2)cn1	104	94	100	-5	104	99	0.1	110
CCSc1ccc([C@@H]2[C@@H]3C(=O)N(C)C(=O)[C@@H]3[C@]3(C(=O)OC)CCCCN23)cc1OC	104	101	107	3	105	102	0.8	106
Cc1ccccc1CNC(=O)Cc1cccs1	114	100	113	2	116	124	-0.4	100
Oc1cccc(NC(=S)Nc2ccccc2)c1	101	80	98	1	96	95	-0.4	102
Cc1cc(C)n(C(=O)CN2C(=O)c3ccccc3C2=O)n1	98	93	92	0	90	93	0.1	94
CC(C)c1ccc(C2(C)NC(=O)N(CC(=O)N3CCN(C(=O)c4cccs4)CC3)C2=O)cc1 (stereo not drawn)	98	88	95	0	98	100	-0.5	98
O=C(/C=C/c1c(F)cccc1Cl)Nc1nc2ccccc2[nH]1	99	91	110	5	105	106	-0.1	92
CC(=O)Nc1nnc(/C=C/c2cccc([N+](=O)[O-])c2)s1	104	92	102	-4	103	105	-0.2	92
O=[N+]([O-])c1ccc(N2CCCCC2)cn1	106	90	101	-3	100	105	0.0	95
Cc1cc(C)nc(NCC(O)CNc2ccccc2C)n1 (stereo not drawn)	102	108	93	10	93	95	0.1	91
O=C(Nc1cccc(-c2ccc3nncn3n2)c1)c1ccco1	105	100	102	11	103	106	-0.1	104
O=C(Nc1ccc(F)c(F)c1)c1ccc(F)c(S(=O)(=O)N2CCOCC2)c1	106	56*	95	0	100	98	0.1	102
Cc1cccc(C)c1OCC(=O)OC/C(O)=C(\C#N)c1nc2ccccc2[nH]1	87	93	103	12	98	99	-0.4	97
CSc1ccccc1NC(=O)COC(=O)c1c[nH]c(=O)[nH]c1=O	105	78	102	-1	117	121	0.1	111
Cc1csc(C(C#N)C(=O)c2ccc(S(=O)(=O)N3CCCC3)cc2)n1 (stereo not drawn)	92	105	95	3	102	96	0.0	104
Nc1nc(NCCCN2CCOCC2)nc(Nc2ccc(Cl)cc2)c1[N+](=O)[O-]	96	103	97	74*	108	106	-0.1	111
Nc1nc(-c2ccc(-c3ccccc3)cc2)cs1	97	92	90	-1	83	90	0.1	116
CCc1cc2c(cc3c(=O)n(CC(=O)N4CCN(c5ccccn5)CC4)nc(CC)n32)s1	92	90	87	3	87	91	0.0	94
O=c1cc[nH]c2c1ccc1c(=O)cc[nH]c12	94	87	93	4	106	110	-0.1	108
Cc1c(NC(=O)CCN2C(=O)c3ccccc3C2=O)c(=O)n(-c2ccccc2)n1C	104	93	96	-3	98	103	0.1	97
O=C(COc1c(Br)cc(Br)c2cccnc12)N1CCCCC1	120	108	98	18	97	96	0.1	123

The results go on:
compound	MEP2-GFP yeast	Yeast superoxide	RPL19A-GFP yeast	AHR act	AGP1-GFP MLPCN	CIT2-GFP yeast	Efflux pump inh	LAP4 TOR yeast
CCOc1ccc(C(=O)NCC(=O)NCCOc2ccc(C)cc2)cc1	106	108	100	3	101	96	-0.3	106
CC(=O)C[C@H]1c2cc(F)ccc2S(=O)(=O)N1c1ccc(N(C)C)cc1	105	92	96	6	109	96	-0.2	105
Cc1ccc(Cc2nc(-c3cccc(C)c3)no2)cc1	100	117	97	5	98	100	0.0	99
CCOC(=O)c1sc(NC(=O)c2cccs2)cc1C	106	104	108	-3	117	100	0.0	104

Records listed above printed as active in AHR act:
SMILES,MEP2-GFP yeast,RPL19A-GFP yeast,AHR act,AGP1-GFP MLPCN,CIT2-GFP yeast,Efflux pump inh,LAP4 TOR yeast
CC1=CC2=NC(=O)/C(=C\c3ccc(-c4cccc(Cl)c4)o3)C(=N)N2O1,106,106,70*,100,105,0.3,92
Nc1nc(NCCCN2CCOCC2)nc(Nc2ccc(Cl)cc2)c1[N+](=O)[O-],96,97,74*,108,106,-0.1,111
